Source: PubChem BioAssay (Sanford-Burnham Center for Chemical Genomics)
UPR XBP1 act = adaptive UPR (XBP1) activation | CHO-XBP1 luciferase reporter, IRE1-XBP1 UPR activation, luminescence; percent of tunicamycin response, DMSO as zero | activation, % at 20 µM | 330,000 compounds, 0.33% hits | AID 463104;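 active means versus positive control, 20 µM dose yields 30% or more activation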;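 further: 100% = tunicamycin at 10 µg/mL and 0% = DMSO only wells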
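Signal: luciferase luminescence; Assay system: CHO-XBP1 luciferase reporter cells; Amount: one thousand reporter cells per well; Dosing: 20 µM single concentration, DMSO 1%; Benchmarks: high control tunicamycin 10 µg/mL final, low control DMSO vehicle only; Schedule: 6 h compound exposure at 37 °C, 5% CO2; Evaluation: percent activation relative to tunicamycin reference.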
tim23-1 inh = tim23-1 yeast growth inhibition | S. cerevisiae tim23-1 growth, BacTiter-Glo luminescence, 24 h | inhibition, % at 20 µM | 330,000 compounds, 1.3% hits | AID 463212;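 active means growth inhibition of the mutant yeast at or above 50%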;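 further: temperature-sensitive mutant grown at 25 °C; plate controls were DMSO-treated mutant yeast for no effect and medium wells lacking yeast for full effect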
CXCR6 block = inhibitors of human CXCR6 receptor; O00574; CHO-K1 PathHunter CXCR6 beta-arrestin, luminescence; inhibition, % at 20 µM; 360,000 compounds, 0.36% hits; AID 602244; in the data active means inhibition above about 34%, passing the limit was not always enough;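 further: antagonist mode with CXCL16 agonist at 10 nM final; 0% = 10 nM CXCL16 with DMSO and 100% = unstimulated wells without agonist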
TIM10 inh = inhibits growth of TIM10 yeast strain | 330,000 compounds, 1.4% hits | S. cerevisiae TIM10 strain growth, BacTiter-Glo luminescence, 24 h | inhibition, % at 10 µM;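 active means inhibition of 40% or more at the single tested concentration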;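 further: wild-type TIM10 isogenic control strain grown at permissive 25 °C; 0% = DMSO yeast wells and 100% = minimal medium wells without yeast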
Mdm2 MdmX PPI = human Mdm2/MdmX binding inhibition; O15151+Q00987; SaOS-2 split-luciferase Mdm2/MdmX complementation, luminescence; inhibition, % at 8 µM; 330,000 compounds, 3% hits; AID 485346;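 active means inhibition of at least 50% at 8 µM in the primary screen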
Target sequence (O15151 whole entry, looked up): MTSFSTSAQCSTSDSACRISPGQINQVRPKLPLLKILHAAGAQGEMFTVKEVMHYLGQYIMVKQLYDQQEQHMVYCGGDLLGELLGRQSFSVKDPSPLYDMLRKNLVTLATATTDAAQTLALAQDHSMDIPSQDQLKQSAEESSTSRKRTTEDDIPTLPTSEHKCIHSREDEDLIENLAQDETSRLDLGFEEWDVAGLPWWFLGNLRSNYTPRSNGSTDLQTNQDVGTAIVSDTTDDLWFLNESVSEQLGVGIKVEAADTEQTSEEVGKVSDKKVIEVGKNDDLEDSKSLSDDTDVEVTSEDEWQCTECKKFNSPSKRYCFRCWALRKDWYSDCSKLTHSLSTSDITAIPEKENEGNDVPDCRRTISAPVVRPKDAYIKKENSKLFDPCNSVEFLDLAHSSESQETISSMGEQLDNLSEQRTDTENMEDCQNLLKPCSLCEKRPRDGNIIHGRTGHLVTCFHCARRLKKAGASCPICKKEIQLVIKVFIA
Target sequence (Q00987 whole entry, looked up): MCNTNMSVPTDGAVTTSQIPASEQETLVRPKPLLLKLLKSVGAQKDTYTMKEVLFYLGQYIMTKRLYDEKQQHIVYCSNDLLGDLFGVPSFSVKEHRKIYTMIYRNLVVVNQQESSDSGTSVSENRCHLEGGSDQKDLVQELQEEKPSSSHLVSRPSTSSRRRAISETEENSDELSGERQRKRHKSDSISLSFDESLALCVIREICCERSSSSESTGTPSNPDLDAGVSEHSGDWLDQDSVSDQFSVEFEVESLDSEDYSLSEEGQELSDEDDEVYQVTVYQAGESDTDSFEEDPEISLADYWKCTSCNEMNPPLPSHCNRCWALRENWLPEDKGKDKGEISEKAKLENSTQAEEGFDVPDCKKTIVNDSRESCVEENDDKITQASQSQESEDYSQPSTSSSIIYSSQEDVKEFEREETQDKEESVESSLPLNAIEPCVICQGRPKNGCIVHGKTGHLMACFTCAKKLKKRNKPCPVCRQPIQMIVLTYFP
APJ agonist = agonists of human APJ apelin receptor; CHO-K1 APJ PathHunter beta-arrestin, luminescence; 0% DMSO wells, 100% apelin; activation, % at 20 µM; AID 2520; 330,000 compounds, 0.11% hits; P35414;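 active means activation more than six SD over the plate average, tested at 20 µM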;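 further: 0% = DMSO alone and 100% = apelin-13 at 10 nM; some results filed as inactive read as strong as hits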
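Material: engineered CHO-K1 APJ arrestin reporter cells; amount: 1000 CHO-K1 reporter cells seeded per well; incubation: compound stimulation 90 min at 25 °C, detection 60 min; signal: luminescent beta-gal fragment complementation, chemiluminescent substrate; read-out basis: APJ agonist activity; controls: DMSO-only wells as negative, 10 nM Apelin-13 as positive control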
tim10-1 inh = inhibits growth of tim10-1 mutant yeast. 330,000 compounds, 2.2% hits. AID 463190. S. cerevisiae tim10-1 ts strain growth, BacTiter-Glo, 24 h. inhibition, % at 20 µM;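 active means inhibition of at least 40%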;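 further: mutant grown at 25 °C; 0% = DMSO wells with yeast and 100% = wells holding no yeast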
APJ antagonist = APJ receptor antagonism; P35414; CHO-K1 APJ beta-arrestin complementation, luminescence; inhibition, % at 20 µM; 330,000 compounds, 0.32% hits; AID 2521;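 active means inhibition above about 40% at 20 µM, limit read from the data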;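 further: cells challenged with 10 nM apelin-13 agonist together with compound; plate controls were apelin-13 plus DMSO wells for no effect and DMSO wells lacking apelin-13 for full effect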
CHOP UPR activ = apoptotic UPR (CHOP) activation. CHO-CHOP luciferase reporter, luminescence; percent of tunicamycin response over DMSO baseline. activation, % at 10 µM. 330,000 compounds, 0.34% hits. AID 449763;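 active means at 10 µM dose, activation of 40% or more, normalized to positive control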;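 further: 100% = tunicamycin at 10 µg/mL and 0% = DMSO alone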
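Assay system: CHO-CHOP cells, stable luciferase reporter of PERK-eIF2a-CHOP signalling / Buffer or medium: F12 plus 10% serum / Compound dosing: one dose, 10 µM in 0.5% DMSO / Times: 6 h compound treatment, 37 °C / Technique: luciferase luminescence / Read-out: % reporter activation, DMSO baseline versus tunicamycin full activation / Benchmarks: tunicamycin and DMSO controls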
Numbers without * were called inactive; & = joins results of further samples. The list is partial (hit frequency here may not be typical).

SMILES	UPR XBP1 act	tim23-1 inh	CXCR6 block	TIM10 inh	Mdm2 MdmX PPI	APJ agonist	tim10-1 inh	APJ antagonist	CHOP UPR activ
CCC1CCCCN1C(=O)c1ccc(OC)c(OC2CCN(C(C)=O)CC2)c1 (stereo not drawn)	-1	2	5	12	5	6	5	20	0.7
CCN(CCNC(=O)CN1CCN(Cc2ccc(Cl)cc2)C1=O)c1ccccc1	-3	13	1	9	16	-3	23	11	1.0
Cc1ccc(N2CCN(C(=O)c3nn(C)c4c3CS(=O)(=O)c3ccccc3-4)CC2C)cc1 (stereo not drawn)	-1	32	4	13	11	0	31	0	-0.8
CCOc1ccc(-c2cccc(NS(=O)(=O)c3ccccc3[N+](=O)[O-])c2)nn1	1	23	10	22	2	4	27	3	1.2
O=C(NCCN=C1NS(=O)(=O)c2ccccc21)c1ccccc1	-4	-2	-1	8	-6	-2	-26	-8	0.8
COc1cccc(/C=N/c2nc3ccccc3n2C)c1O	-1	24	-7	8	-17	-1	14	7	6.3
COc1ccc(CCNC2=C(Cl)C(=O)N(CCc3ccccc3)C2=O)cc1OC	0	8	-11	21	12	-2	16	16	-0.1
CSCC(C)N1CCC(n2nccc2NC(=O)CCc2ccccc2)CC1 (stereo not drawn)	-5	-11	4	4	11	-4	-13	11	1.8
Cc1nn(C(=O)c2cccc([N+](=O)[O-])c2)c(C)c1Sc1ccccc1	0	14	-9	20	2	-4	19	-1	-0.6
CCOC(=O)Cc1nnc(NC(=O)CSc2nnc3c(n2)[nH]c2ccccc23)s1	-1	-1	2	1	21	0	20	24	-1.3
Cc1ccn(-c2ccc([N+](=O)[O-])cc2)n1	-1	9	-13	3	-19	0	10	-9	2.1
COCCNC(=O)c1cccc2c1-c1ccccc1C2=O	1	13	-3	7	-24	-3	-4	-9	-1.0
Cc1ccnc(NC(=O)/C=C/c2ccccc2Cl)c1	-4	15	-13	31	-202	-3	-3	15	-2.4
O=C(NC12CC3CC(CC(C3)C1)C2)c1ccc([N+](=O)[O-])cc1	-6	23	-2	-10	-7	-2	1	-8	-2.4
Cc1ccc(C(=O)NC(=S)N2CCN(c3ccc([N+](=O)[O-])cc3)CC2)cc1	2	-12	26	-3	24	-2	0	11	0.4
Cn1c(SCC(=O)Nc2ccc(Cl)cn2)nnc1C1CC1	-4	-9	-3	1	-16	0	-21	-5	1.8
COc1ccc(CCNCC2C(Oc3ccc(Cl)cc3)C(=O)N2c2ccccc2C)cc1OC (stereo not drawn)	-4	28	-17	27	23	-2	39	-4	-2.0
O=S1(=O)CCOC[C@H](CC2CCCCC2)N1Cc1cccc(C(F)(F)F)c1	0	22	1	13	-8	9	25	7	0.0
COc1ccccc1NC(=O)COC(=O)/C=C/c1cccs1	0	18	1	11	4	-1	11	-2	-0.4
N/N=C(/Cc1nc2ccccc2[nH]1)c1ccc([N+](=O)[O-])cc1	5	28	-8	51*	-69	-3	42*	-12	4.4
CC(O)(C#CCN1CCCCCC1)c1ccccc1 (stereo not drawn)	-2	22	-1	-2	-9	2	23	-52	-1.0
COc1ccc(OC)c(NC(=O)N2CCCC(C)C2)c1 (stereo not drawn)	-3	9	6	8	4	-2	19	-26	4.2
CC1CN(c2nc3ccccn3c(=O)c2C=O)CC(C)O1 (stereo not drawn)	-1	4	6	12	4	-2	-7	-7	2.0
CCC(Oc1ccccc1)C(=O)OCC(=O)N(CC)c1c(N)n(Cc2ccccc2)c(=O)[nH]c1=O (stereo not drawn)	-1	15	5	14	36	3	6	6	0.9
COc1ccc(C2/C=C\CN(S(=O)(=O)c3cccs3)CC(=O)N2Cc2ccc(F)cc2)cc1 (stereo not drawn)	-2	-2	10	-1	9	2	19	20	2.6
O=C(NCCc1ccncc1)Nc1ccccc1	1	-8	-8	-2	18	3	-5	1	-0.1
FC(F)(F)c1nc(-c2ccccc2)ncc1-c1nnnn1-c1ccccc1	-2	26	-10	22	33	5	37	-6	7.2
COc1ccc(C(O)(C2CCCCC2)C(CN2CCOCC2)c2ccccc2)cc1 (stereo not drawn)	-4	34	22	19	10	-1	36	-9	1.4
CC(C)C(=O)NC(=S)Nc1ccccn1	-2	2	-7	1	2	-1	22	14	0.1
CC(C)OC(=O)CSc1nc2cccnc2n1C1CCCCC1	2	14	1	10	-11	-1	40	4	0.6
CC(C)Nc1nc(SC(C)C(=O)Nc2ccccc2)nc(N(C)C)n1 (stereo not drawn)	1	25	-3	9	5	-1	21	-10	-0.9
Cc1onc(-c2ccccc2)c1C(=O)Nc1ccccc1C#N	1	4	-5&2	14	1	-5	25	5	-0.9
CCOC(=O)c1nnn(-c2nonc2N)c1-c1cccs1	0	11	11	3	17	-2	15	11	1.7
CC(=S)c1c(C)cc2cc(C)ccn12	0	3	7	8	-9	-4	11	7	-1.5
Cc1nn(Cc2ccccc2)c(C)c1/C=N/NC(=O)c1ccccc1O	0	-6	-5	-46	23	2	-39	11	3.0
CC1(C)C2CC[C@]1(C)C(=O)N(CCCCN1CCN(c3ccccn3)CC1)C2=O	1	7	0	-7	-42	-4	23	13	2.2
CCCCNC(=S)N1CCN(Cc2ccc3c(c2)OCO3)CC1	-1	15	-4	0	7	-1	13	1	-0.6
Cc1nc(SC(C)C)[nH]c(=O)c1Cc1ccccc1	1	20	-6	1	-3	-2	19	-14	0.5
O=C(CN(Cc1ccccc1)C(=O)c1cc2c(s1)CCC2)NCc1cccs1	-2	29	5	8	6	-3	21	-10	2.3
Cc1ccc(OCC(=O)NNC(=O)c2ccc(NC(=O)C3CC3)cc2)c(C)c1	-4	4	-7	8	-8	-4	10	6	-0.1
Cc1cc(C)c2oc(C(=O)Nc3ccc(S(=O)(=O)N4CCC(C)CC4)cc3)cc(=O)c2c1	-1	-3	-14	5	29	1	8	3	3.4
CSc1cccc(NC(=O)COC(=O)C2(c3ccccc3)CC2)c1	2	24	-4	8	-5	-6	-1	0	-0.6
O=C(c1ccc(Sc2cccc(Cl)c2)c([N+](=O)[O-])c1)N1CCN(c2ccccn2)CC1	-3	20	7	15	-14	-3	41*	5	1.5
CCOC(=O)c1sc(NC(=O)c2ccc(OC(C)=O)cc2)nc1C	4	22	3	-1	-4	-1	14	6	6.3
COC(=O)c1c(-c2ccco2)csc1NC(=O)C1CC=CCC1C(=O)O (stereo not drawn)	1	7	-7	9	11	-6	0	15	-0.6
O=C(Nc1ccc(C(F)(F)F)cc1[N+](=O)[O-])O[C@H]1[C@H](Cc2ccccc2)NS(=O)(=O)[C@H]2C[C@@H]3C=C[C@]12O3	-3	-2	-10	-11	-9	5	-1	-22	1.4
CCC(=O)Nc1ccc(Br)cn1	-1	-2	7	-7	23	-2	2	2	-1.3
CC(=O)OC(Cn1nc(C)cc1C)c1ccccc1 (stereo not drawn)	0	12	-1	-7	25	-1	16	-7	-0.3
CS(=O)(=O)N(CC(=O)NCCSCc1cccc(Cl)c1)c1ccc2c(c1)OCO2	2	-3	-1	-3	4	-4	16	17	3.7
Cc1ccc(CN2CCN(C(=O)c3cccc4ccccc34)CC2)cc1	-6	27	-10	5	13	-3	8	-2	-0.7
O=C(N/N=C/c1cc2cc3c(cc2nc1Cl)OCCO3)c1ccccc1O	1	-24	-6	-31	4	-2	7	18	1.2
CC1CCCN(c2nc3c(c(=O)n(C)c(=O)n3C)n2Cc2ccccc2)C1 (stereo not drawn)	1	36	8	23	-5	-2	27	3	1.7
COc1ccc(S(=O)(=O)NCCN2CCNC2=O)cc1OC	1	-7	-1	-6	7	-2	-1	11	-1.1
Cc1cccc(C(=O)Nc2ccc(C(=O)N/N=C/c3ccco3)cc2)c1	-3	1	2	-23	4	-5	-36	-1	0.6
Cc1ccc(Nc2cnn(C34CC5CC(CC(CC(=O)O)(C5)C3)C4)c(=O)c2Cl)cc1C	-4	7	-1	16	-20	-3	14	8	0.6
CC(=O)N/C(=C\c1ccccc1)C(=O)OCC(=O)c1ccc(F)cc1	0	18	1	1	2	-3	7	7	0.4
Cn1ccnc1-c1ccc(-c2nccn2C)cc1	-3	13	-2	-5	-1	-1	12	4	0.3
O=C1Nc2ccc(Br)cc2/C1=N/N=C/C1=C(N2CCOCC2)C(=C\c2ccccc2)/CC1	-2	43	41*	38	37	-15	46*	46*	46*
COc1cc(C(=O)OCC(=O)Nc2ccc(S(=O)(=O)N3CCCC3)cc2)cc(OC)c1OC	-6	10	-5	1	0	0	5	11	0.9
Nc1cc(=O)nc(SCC(=O)N2CCN(c3ccccc3)CC2)n1-c1ccccc1	-3	11	1	8	14	8	-9	11	0.0
The listing continues.
SMILES	UPR XBP1 act	tim23-1 inh	CXCR6 block	TIM10 inh	Mdm2 MdmX PPI	APJ agonist	tim10-1 inh	APJ antagonist	CHOP UPR activ
O=C(COc1ccccc1Cl)NCCC1=CCCCC1	1	25	3	0	0	-1	-5	12	1.4
CN(C)C(CNC(=O)c1ccc(NS(=O)(=O)c2ccc(F)c(F)c2)cc1)c1ccccc1 (stereo not drawn)	-2	-1	4	0	9	1	-10	12	-0.4
O=C(c1cccs1)N1CCN(C(=O)C(c2ccccc2)c2ccccc2)CC1	-1	15	-4	1	1	-6	15	1	2.3
CCn1c(=O)cc(SCC(=O)Nc2ccc3c(c2)OCCO3)c2ccccc21	3	18	4	18	17	0	11	-9	-0.8
Cn1c(NC(=O)/C=C/c2ccco2)cc(=O)n(C)c1=O	2	-3	6	8	2	-4	-6	9	1.1
CCCN(Cc1ccccc1)C(=S)Nc1ccc(OCC)cc1	3	22	-1	17	9	2	26	-1	0.2
O=C(NCCCN1CCOCC1)c1cnccn1	-2	5	5	9	-9	2	8	-9	2.1
CCCn1c(N)c(N2CCCCC2)c(=O)n(CC(=O)Nc2ccccc2C)c1=O	-1	-1	0	6	-6	-3	-3	12	0.8
COc1ccc(CCNC(=O)C(=O)c2cn(CC(=O)N3CCOCC3)c3ccccc23)cc1OC	0	6	-1	17	-35	3	-7	-6	1.2
O=C(CN(CCO)c1ccccc1)NC12CC3CC(CC(C3)C1)C2	0	13	-7	19	25	2	24	-2	1.4

Reprinted at random: three compounds from above, in no set order.
SMILES	UPR XBP1 act	tim23-1 inh	CXCR6 block	TIM10 inh	Mdm2 MdmX PPI	APJ agonist	tim10-1 inh	APJ antagonist	CHOP UPR activ
CCCN(Cc1ccccc1)C(=S)Nc1ccc(OCC)cc1	3	22	-1	17	9	2	26	-1	0.2
CCn1c(=O)cc(SCC(=O)Nc2ccc3c(c2)OCCO3)c2ccccc21	3	18	4	18	17	0	11	-9	-0.8
O=C(NCCCN1CCOCC1)c1cnccn1	-2	5	5	9	-9	2	8	-9	2.1
